CHRM5 PAM – potentiates acetylcholine response at human M5 receptor; CHO-K1 hM5, Fluo-8 calcium, ACh EC20 PAM; 0% = ACh EC20, 100% = ACh EC100; activation, % at 3 µM; 360,000 compounds, 0.3% hits; AID 624038;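 active means activation above the run cutoff, the mean activation of all test compounds plus 3 SD, cut at about 18% in these data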
Target sequence (P08912 whole entry, looked up): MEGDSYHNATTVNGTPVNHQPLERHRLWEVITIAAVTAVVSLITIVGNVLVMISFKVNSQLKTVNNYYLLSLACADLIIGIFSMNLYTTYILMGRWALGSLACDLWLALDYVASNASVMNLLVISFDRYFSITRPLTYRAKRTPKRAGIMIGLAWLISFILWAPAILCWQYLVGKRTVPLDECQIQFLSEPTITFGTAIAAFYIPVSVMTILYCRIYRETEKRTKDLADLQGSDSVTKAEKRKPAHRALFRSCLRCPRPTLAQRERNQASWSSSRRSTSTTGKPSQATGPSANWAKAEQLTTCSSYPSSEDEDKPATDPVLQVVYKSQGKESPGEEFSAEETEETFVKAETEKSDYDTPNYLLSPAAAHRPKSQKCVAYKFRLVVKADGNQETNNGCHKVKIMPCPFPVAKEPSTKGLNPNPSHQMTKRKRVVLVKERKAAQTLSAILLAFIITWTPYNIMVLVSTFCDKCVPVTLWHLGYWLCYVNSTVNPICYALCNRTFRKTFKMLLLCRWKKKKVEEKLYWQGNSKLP
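Probe or stimulus: acetylcholine, EC20 level; Assay system: human M5 receptor in CHO-K1 cells; Schedule: compound preincubation 140 s before EC20 acetylcholine addition; Technique: intracellular calcium via Fluo-8 fluorescence; Dosing: single-point, 3 µM nominal; Read-out basis: percent activation from peak-over-basal fluorescence ratio, scaled EC20-to-EC100 acetylcholine; Repeats: one well per compound, no replicates.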
M4 ag – CHRM4 agonism in calcium assay; P08173; CHO-K1 hM4/Gqi5, Fluo-8 calcium fluorescence; vehicle 0%, full acetylcholine response 100%; activation, % at 3 µM; 360,000 compounds, 0.14% hits; AID 624127;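 active means activation above the run mean over all test wells plus 3 SD, cut at about 32% in these data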;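 further: peak over basal fluorescence ratio per well then scaled between controls; 0% = DMSO wells and 100% = acetylcholine at EC100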
M5 ag – CHRM5 agonism in calcium assay; CHO-K1 hM5 cells, Fluo-8 calcium fluorescence; 0% DMSO wells, 100% maximal acetylcholine response; activation, % at 3 µM; 360,000 compounds, 0.19% hits;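 active means activation above the run's mean over test compounds plus 3 SD, cut at about 23% in these data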;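 further: signal is peak over basal fluorescence ratio across the kinetic read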
M4 PAM – potentiates acetylcholine response at human M4 receptor | 360,000 compounds, 0.4% hits | P08173 | AID 624126 | CHO-K1 hM4/Gqi5, Fluo-8 calcium fluorescence, ACh EC20; 0% = ACh EC20, 100% = maximal ACh | activation, % at 3 µM;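 active means activation above its plate's cutoff, the mean activation of sample wells plus 3 SD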; further: some results filed as inactive read as strong as hits
CHRM4 antagonist – blocks acetylcholine activation of human M4 receptor | P08173 | CHO-hM4 cells, ACh EC80, Fluo-8 calcium fluorescence | inhibition, % at 3 µM | 360,000 compounds, 0.73% hits | AID 624125;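 active means inhibition above its plate's cutoff, the mean inhibition of sample wells plus 3 SD, cut at about 27% in these data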;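 further: 0% = acetylcholine EC80 with DMSO and 100% = DMSO without agonist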
CRFBP-R2 block – blocks CRF-induced signaling of the CRF-BP/CRF-R2 complex. 350,000 compounds, 0.59% hits. HEK293 CRF-R2/CRF-BP, CRF-induced calcium fluorescence. inhibition, % at 11.8 µM. AID 588475;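 active means inhibition of the ligand-induced calcium signal above about 50% at the single tested concentration, limit read from the data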
CHRM1 PAM – potentiates human M1 receptor response to acetylcholine. activation, % at 3 µM. 360,000 compounds, 0.088% hits. CHO-K1 hM1, Fluo-8 calcium fluorescence, ACh EC20; 0% = ACh EC20, 100% = maximal ACh. P11229; in the data active means activation above about 19%, passing the limit was not always enough
Target sequence (P11229 whole entry, looked up): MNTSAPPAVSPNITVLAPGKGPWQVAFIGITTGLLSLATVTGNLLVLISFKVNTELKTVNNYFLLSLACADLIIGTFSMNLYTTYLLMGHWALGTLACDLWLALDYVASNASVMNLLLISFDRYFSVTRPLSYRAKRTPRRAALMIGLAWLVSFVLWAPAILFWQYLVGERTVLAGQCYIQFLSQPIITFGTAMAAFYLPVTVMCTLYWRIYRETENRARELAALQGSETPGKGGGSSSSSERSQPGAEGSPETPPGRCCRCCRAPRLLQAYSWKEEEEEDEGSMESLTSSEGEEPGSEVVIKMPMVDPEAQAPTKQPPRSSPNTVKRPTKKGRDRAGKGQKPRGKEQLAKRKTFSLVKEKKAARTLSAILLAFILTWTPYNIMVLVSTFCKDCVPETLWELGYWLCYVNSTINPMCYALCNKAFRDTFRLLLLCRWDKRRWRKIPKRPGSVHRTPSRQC
CHRM5 antagonist – antagonists of human muscarinic M5 receptor (CHRM5); CHO-hM5 cells, Fluo-8 calcium fluorescence, ACh EC80; P08912; AID 624040; 360,000 compounds, 0.59% hits; inhibition, % at 3 µM;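 active means inhibition above a per-plate cutoff, the mean of that plate's test compounds plus 3 SD, cut at about 27% in these data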;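 further: 0% = acetylcholine EC80 with DMSO and 100% = DMSO without agonist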
CRFBP-R2 agonist – CRF-BP/CRF-R2 complex agonism | activation, % at 13.2 µM | 350,000 compounds, 0.46% hits | HEK293 CRF-R2/CRF-BP, calcium dye fluorescence (FLIPR); percent of saturating CRF peptide response | AID 588473;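 active means activation of at least 50%, plus an integration ratio under a set limit after plate pattern correction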;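 further: plate controls were neutral control wells without compound for no effect and CRF at EC100 for full effect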
* marks the source's active call; other numbers are inactive results.

Start of the listing, in advance (three entries):
For CC12CCC(=O)N1C(C(=O)OCC(=O)Nc1cccc(S(=O)(=O)N3CCCCCC3)c1)CS2 (configuration not stated) the results were CHRM5 PAM -15, M4 ag 14, M5 ag 9, M4 PAM -19, CHRM4 antagonist 11, CRFBP-R2 block 0, CHRM1 PAM -5, CHRM5 antagonist 3 and CRFBP-R2 agonist -1.6.
CC1CCCC(NC(=O)CN2C(=O)NC(c3ccccc3)(c3ccccc3)C2=O)C1C (configuration not stated) was read as CHRM5 PAM -5, M4 ag 0, M5 ag -7, M4 PAM 3, CHRM4 antagonist -4, CRFBP-R2 block -10, CHRM1 PAM -7, CHRM5 antagonist 6 and CRFBP-R2 agonist -1.8.
`O=C(O)c1ccc(-n2cccc2)cc1O` gave CHRM5 PAM -4, M4 ag 1, M5 ag 0, M4 PAM 3, CHRM4 antagonist -1, CRFBP-R2 block 3, CHRM1 PAM 10, CHRM5 antagonist 1 and CRFBP-R2 agonist -1.9.

Results, from the first entry:
For CC12CCC(=O)N1C(C(=O)OCC(=O)Nc1cccc(S(=O)(=O)N3CCCCCC3)c1)CS2 (configuration not stated) the results were CHRM5 PAM -15, M4 ag 14, M5 ag 9, M4 PAM -19, CHRM4 antagonist 11, CRFBP-R2 block 0, CHRM1 PAM -5, CHRM5 antagonist 3 and CRFBP-R2 agonist -1.6.
CC1CCCC(NC(=O)CN2C(=O)NC(c3ccccc3)(c3ccccc3)C2=O)C1C (configuration not stated) was read as CHRM5 PAM -5, M4 ag 0, M5 ag -7, M4 PAM 3, CHRM4 antagonist -4, CRFBP-R2 block -10, CHRM1 PAM -7, CHRM5 antagonist 6 and CRFBP-R2 agonist -1.8.
`O=C(O)c1ccc(-n2cccc2)cc1O` gave CHRM5 PAM -4, M4 ag 1, M5 ag 0, M4 PAM 3, CHRM4 antagonist -1, CRFBP-R2 block 3, CHRM1 PAM 10, CHRM5 antagonist 1 and CRFBP-R2 agonist -1.9.
Screening Cc1nnc(SCC(=O)c2cc(C)n(-c3ccc4c(c3)OCO4)c2C)s1 returned CHRM5 PAM -11, M4 ag 11, M5 ag -1, M4 PAM -22, CHRM4 antagonist 13, CRFBP-R2 block -39, CHRM1 PAM -8, CHRM5 antagonist 27* and CRFBP-R2 agonist 63*.
For COc1cccc(C(=O)Nc2ccc(N(C)C)cc2)c1OC the results were CHRM5 PAM 1, M4 ag 2, M5 ag -9, M4 PAM 1, CHRM4 antagonist -6, CRFBP-R2 block 12, CHRM1 PAM 7, CHRM5 antagonist -10 and CRFBP-R2 agonist -0.1.
`Cc1cccc(C(=O)NC(=S)NNC(=O)Cc2ccccc2)c1` gave CHRM5 PAM -2, M4 ag 2, M5 ag 1, M4 PAM 0, CHRM4 antagonist -4, CRFBP-R2 block 17, CHRM1 PAM -6, CHRM5 antagonist 7 and CRFBP-R2 agonist 137*.
Screening Cc1ccccc1C(=O)NNS(=O)(=O)c1cccc([N+](=O)[O-])c1 returned CHRM5 PAM -2, M4 ag 1, M5 ag 0, M4 PAM -1, CHRM4 antagonist 8, CRFBP-R2 block -9, CHRM1 PAM 5, CHRM5 antagonist 2 and CRFBP-R2 agonist 0.2.
Screening COc1ccc(Cn2nnc3c(=O)[nH]c(C(=O)NCCc4ccc(F)cc4)nc32)cc1OC returned CHRM5 PAM -3, M4 ag 0, M5 ag 3, M4 PAM 0, CHRM4 antagonist 1, CRFBP-R2 block -7, CHRM1 PAM 6, CHRM5 antagonist 5 and CRFBP-R2 agonist 1.1.
O=C(COC(=O)/C=C/c1cccc(Br)c1)NCCC1=CCCCC1 was read as CHRM5 PAM -4, M4 ag 0, M5 ag -3, M4 PAM -1, CHRM4 antagonist -4, CRFBP-R2 block -4, CHRM1 PAM 2, CHRM5 antagonist 0 and CRFBP-R2 agonist 1.1.
Screening Clc1cccc(Cc2c(-c3ccccc3)nc3ccc(Br)cn23)c1 returned CHRM5 PAM 1, M4 ag 0, M5 ag -2, M4 PAM -2, CHRM4 antagonist -12, CHRM1 PAM 1 and CHRM5 antagonist 10.
Clc1cccc(CNCCNCc2cccc(Cl)c2)c1 was read as CHRM5 PAM -2, M4 ag 3, M5 ag -6, M4 PAM -7, CHRM4 antagonist -2, CRFBP-R2 block -14, CHRM1 PAM 1, CHRM5 antagonist 0 and CRFBP-R2 agonist 1.1.
For O=C(Nc1ccccc1)C1CCCN(C(=O)c2ccc(F)cc2)C1 (configuration not stated) the results were CHRM5 PAM 2, M4 ag 2, M5 ag 1, M4 PAM 22*, CHRM4 antagonist -4, CRFBP-R2 block -4, CHRM1 PAM 9, CHRM5 antagonist 1 and CRFBP-R2 agonist -0.8.
`COc1ccc(N2CC(C(=O)Nc3ccc(S(=O)(=O)Nc4nc(C)cc(C)n4)cc3)CC2=O)cc1` (configuration not stated) gave CHRM5 PAM 6, M4 ag 1, M5 ag 2, M4 PAM -1, CHRM4 antagonist -8, CRFBP-R2 block 13, CHRM1 PAM 6, CHRM5 antagonist -3 and CRFBP-R2 agonist -0.6.
`CCc1ccc(OCC(O)CN2CCCC2)cc1` (configuration not stated) gave CHRM5 PAM -4, M4 ag 2, M5 ag -8, M4 PAM 2, CHRM4 antagonist -3, CRFBP-R2 block 11, CHRM1 PAM 4, CHRM5 antagonist 5 and CRFBP-R2 agonist -1.7.
For CN(C)c1nc(SCCOC(=O)Nc2ccccc2)nc(N(C)C)n1 the results were CHRM5 PAM -4, M4 ag 1, M5 ag -5, M4 PAM 13, CHRM4 antagonist -7, CRFBP-R2 block -8, CHRM1 PAM 2, CHRM5 antagonist -2 and CRFBP-R2 agonist 2.6.
For O=C(O)CC(C(=O)NC1CCCCC1)C1CCCO1 (configuration not stated) the results were CHRM5 PAM -7, M4 ag 1, M5 ag -2, M4 PAM 3, CHRM4 antagonist 8, CRFBP-R2 block -6, CHRM1 PAM -3, CHRM5 antagonist 0 and CRFBP-R2 agonist 0.1.
For O=C(c1ccc(Cl)cc1)[C@@H]1[C@@H]2C(=O)N(c3cccc4ccccc34)C(=O)[C@@H]2C2c3ccccc3C=NN21 (some centres not stated) the results were CHRM5 PAM 5, M4 ag 4, M5 ag 4, M4 PAM 7, CHRM4 antagonist -5, CRFBP-R2 block -2, CHRM1 PAM 14, CHRM5 antagonist -6 and CRFBP-R2 agonist 5.0.
Screening O=C(CCN1C(=O)C2C3C=CC(C3)C2C1=O)NCc1cccnc1 (configuration not stated) returned CHRM5 PAM 6, M4 ag 1, M5 ag -2, M4 PAM 19, CHRM4 antagonist -1, CRFBP-R2 block 18, CHRM1 PAM 5, CHRM5 antagonist -3 and CRFBP-R2 agonist -0.5.
Screening CCOc1cccc(C(=O)NC(=S)Nc2cccnc2)c1 returned CHRM5 PAM 1, M4 ag 1, M5 ag -1, M4 PAM -3, CHRM4 antagonist 5, CRFBP-R2 block 8, CHRM1 PAM 8, CHRM5 antagonist 2 and CRFBP-R2 agonist -1.8.
`Cc1cc(C)nc(N/N=C/c2ccccc2)n1` gave CHRM5 PAM -1, M4 ag 0, M5 ag -1, M4 PAM -3, CHRM4 antagonist 10, CRFBP-R2 block 25, CHRM1 PAM 3, CHRM5 antagonist -4 and CRFBP-R2 agonist 0.7.
`C=CCC(NCc1ccccc1)c1ccco1` (configuration not stated) gave CHRM5 PAM 4, M4 ag 2, M5 ag -3, M4 PAM 7, CHRM4 antagonist 16, CRFBP-R2 block 15, CHRM1 PAM -4, CHRM5 antagonist -3 and CRFBP-R2 agonist -1.0.
`COC(=O)c1ccc(CNCC(=O)Nc2ccc(C(=O)OC)cc2)cc1` gave CHRM5 PAM -1, M4 ag 2, M5 ag 1, M4 PAM 7, CHRM4 antagonist -18, CRFBP-R2 block 10, CHRM1 PAM 14, CHRM5 antagonist 2 and CRFBP-R2 agonist 1.8.
For CCOC(=O)c1cc2c(ccn2-c2ccc(F)cc2)n1CC(=O)N1CCN(C(=O)c2ccco2)CC1 the results were CHRM5 PAM 2, M4 ag 0, M5 ag -3, M4 PAM -2, CHRM4 antagonist 0, CRFBP-R2 block -7, CHRM1 PAM 4, CHRM5 antagonist -2 and CRFBP-R2 agonist 1.1.
`Cc1cc(S(=O)(=O)Cc2noc(-c3c(C)noc3C)n2)c(C)cc1Cl` gave CHRM5 PAM -22, M4 ag 8, M5 ag -11, M4 PAM -28, CHRM4 antagonist 2, CRFBP-R2 block -10, CHRM1 PAM -6, CHRM5 antagonist 13 and CRFBP-R2 agonist 4.4.
O=C(O)c1cc(-c2ccccc2)n(-c2ccccc2C(=O)O)n1 was read as CHRM5 PAM 0, M4 ag 1, M5 ag -3, M4 PAM 4, CHRM4 antagonist -3, CRFBP-R2 block 17, CHRM1 PAM 10, CHRM5 antagonist -4 and CRFBP-R2 agonist -0.2.
COc1ccc(N2CCN(C(=O)CNC(=O)c3ccc(C(C)(C)C)cc3)CC2)cc1 was read as CHRM5 PAM -14, M4 ag 8, M5 ag 4, M4 PAM -3, CHRM4 antagonist 3, CRFBP-R2 block 1, CHRM1 PAM 4, CHRM5 antagonist -1 and CRFBP-R2 agonist -0.3.
C=CCCC1(C)C(=O)N(c2ccccc2)c2ccccc21 (configuration not stated) was read as CHRM5 PAM 25*, M4 ag -1, M5 ag -2, M4 PAM -4, CHRM4 antagonist -4, CRFBP-R2 block 18, CHRM1 PAM 3, CHRM5 antagonist 21 and CRFBP-R2 agonist -2.3.
`CCOC(=O)c1ccc(N2CCOCC2)c(NC(=O)c2nccnc2C(=O)O)c1` gave CHRM5 PAM -1, M4 ag 0, M5 ag -3, M4 PAM 4, CHRM4 antagonist -2, CRFBP-R2 block 3, CHRM1 PAM 10, CHRM5 antagonist 0 and CRFBP-R2 agonist 0.0.
For CCOc1cccc(-c2c(C(=O)N/N=C/c3cccnc3)nnn2-c2nonc2N)c1 the results were CHRM5 PAM 3, M4 ag 5, M5 ag 3, M4 PAM 7, CHRM4 antagonist -2, CRFBP-R2 block -25, CHRM1 PAM 8, CHRM5 antagonist -6 and CRFBP-R2 agonist -1.4.
`C=CCNC(=O)c1ccc(NC(=O)CC2SC(N3CCCC3)=NC2=O)cc1` (configuration not stated) gave CHRM5 PAM 1, M4 ag 0, M5 ag 3, M4 PAM 3, CHRM4 antagonist -3, CRFBP-R2 block 3, CHRM1 PAM -3, CHRM5 antagonist 4 and CRFBP-R2 agonist -0.4.
O=C(N1CCCCC1)N1CCN(c2ccc(Cl)cc2)CC1 was read as CHRM5 PAM -3, M4 ag 2, M5 ag 2, M4 PAM -2, CHRM4 antagonist -2, CRFBP-R2 block 4, CHRM1 PAM 7, CHRM5 antagonist -1 and CRFBP-R2 agonist -1.5.
CCc1nc2c(OCCOc3ccc(F)cc3)cccn2c1N(C=O)Cc1ccc(OC)cc1 was read as CHRM5 PAM -2, M4 ag 7, M5 ag -2, M4 PAM 2, CHRM4 antagonist -15, CHRM1 PAM -1 and CHRM5 antagonist 1.
Screening CCOC1=C2[C@@H](CN(S(=O)(=O)c3ccc(C)cc3)[C@H]2c2ccccc2F)[C@H]2C(=O)N(C3CCCCC3)C(=O)[C@H]2C1 returned CHRM5 PAM 1, M4 ag 0, M5 ag 1, M4 PAM 0, CHRM4 antagonist -4, CHRM1 PAM 11 and CHRM5 antagonist 1.
`CCOC(=O)N1CCN(C(=O)CN(Cc2ccccc2)S(=O)(=O)c2ccc(OC)c(C)c2)CC1` gave CHRM5 PAM 1, M4 ag 3, M5 ag -2, M4 PAM -5, CHRM4 antagonist -4, CRFBP-R2 block 11, CHRM1 PAM 3, CHRM5 antagonist -2 and CRFBP-R2 agonist -1.5.
